ATXN2 expr inh = Primary qHTS for Inhibitors of ATXN expression | HEK-293 ATXN2-luciferase reporter, luminescence, 24 h | Potency, µM (doses to about 57 µM), for the others: top-dose activity change, negative = inhibition, most hits filed as inhibitors | 360,000 compounds, 0.72% hits; note: potency is the fitted concentration of half-maximal effect; % is set by controls: 0 for no effect and ±100 for the full control effect; nearly all actives have a fitted effect of over 55% in size
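ATXN2-luciferase reporter cells (luciferase flanked by upstream and downstream ATXN2 gene portions) were treated 24 h at 37 °C with compounds at up to 57 uM. SteadyGlo luminescence gave expression; GF-AFC fluorescence gave viability.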
IL1B secr inh = qHTS for Inhibitors of Inflammasome Signaling: IL-1-beta AlphaLISA Primary Screen | 360,000 compounds, 4.7% hits | THP-1 LPS/ATP IL-1B secretion, AlphaLISA, 16 h; stronger effect = lower value | activity change, % at 57.5 µM | AID 743279, 2014; in the data active = activity change below about -50%; inconclusive = mostly about -30% to -49%; note: % is set by controls: 0 for no effect and ±100 for the full control effect
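Secreted IL-1B measured by AlphaLISA bead assay after 16 h compound exposure of THP-1 cells; compounds (final up to 57.5 uM) added 1 h before LPS (250 ng/mL) and ATP (1.25 mM) stimulation; lower signal means less secretion.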
SW480 rerep = A quantitative high throughput screen for small molecules that induce DNA re-replication in SW480 colon adenocarcinoma cells; Potency, µM (highest dose often 46.1 µM), inactives show top-dose re-replication activation, hits mostly activators; 340,000 compounds, 1.8% hits; SW480 DNA re-replication, Hoechst DNA content imaging, 48 h; AID 624297, 2012; note: potency is the fitted concentration of half-maximal effect; % of control where 0% means no effect; nearly all actives have a fitted effect of over 55% in size
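Per well, 250 cells were exposed to pinned compound for 48 hr. Nuclear DNA was visualised with Hoechst (40 min, 37 C) and total object intensity recorded by fluorescence scanning.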
HT1080 IDH1KD tx = qHTS for induction of synthetic lethality in tumor cells producing 2HG: qHTS for the HT-1080-IDH1KD cell line | HT-1080 IDH1 knockdown viability, ATP luminescence, 48 h | Potency, µM (titrated, usually from 46.1 µM), without a hit: at the highest dose activity, negative = toxicity, actives largely listed as cytotoxic | 360,000 compounds, 2% hits | AID 686971, 2013;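 note: potency is the fitted concentration of half-maximal effect; 0% = DMSO wells and -100% = cell-free medium wells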
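Assay cells: HT-1080 with IDH1 knockdown, 750 per well, RPMI/5% FBS. Exposure: 48 h at 37 °C following 2 h pre-incubation. Read: CellTiter-Glo luminescence; fitted concentration-response, curve class assigned.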
KB-3-1 tox = qHTS assay for MDR1-selective chemotherapeutics: Primary screen using the parental adenocarcinoma cell KB-3-1; KB-3-1 viability, CellTiter-Glo ATP luminescence, 72 h; Potency, µM (titrated, usually from 46.1 µM), inactives show at the highest dose activity change, negative = cytotoxic, most hits filed as cytotoxic; 400,000 compounds, 1.4% hits; AID 1347075, 2019; note: potency is the fitted concentration of half-maximal effect; % is set by controls: 0 for no effect and ±100 for the full control effect; nearly all actives have a fitted effect of over 60% in size
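72 h, 37 °C compound treatment of KB-3-1 parental cells; CellTiter-Glo added, 10 min, luminescence read. Data corrected against DMSO-only plates and normalized before curve fitting.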
HT1080NT lethal = qHTS for induction of synthetic lethality in tumor cells producing 2HG: qHTS for the HT-1080-NT fibrosarcoma cell line; 360,000 compounds, 1.6% hits; HT-1080-NT fibrosarcoma viability, CellTiter-Glo ATP luminescence, 48 h; AID 686970, 2013; Potency, µM (titrated, usually from 46.1 µM), for inactives: at the top dose activity, negative = less viability, usual class: cytotoxic;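 note: NT is the 2HG producing partner of a matched IDH1 knockdown line; potency is the fitted concentration of half-maximal effect; 0% = DMSO-treated cells and -100% = media-only wells without cells; nearly all actives have a fitted effect of over 55% in size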
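750 cells/well, RPMI + 5% FBS; 2 h settle, compound pin-transfer, 48 h at 37 degrees C. CellTiter-Glo 10 min RT, luminescence. Normalized to DMSO and media-only wells.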
MCF10A rerep = A quantitative high throughput screen for small molecules that induce DNA re-replication in MCF 10a normal breast cells; MCF 10A DNA re-replication, Hoechst nuclear intensity, 48 h; Potency, µM (series often up to 46.1 µM), for the others: at the top dose activity, positive = re-replication, most hits filed as activators; 350,000 compounds, 2.9% hits; AID 624296, 2012; note: potency is the fitted concentration of half-maximal effect; % of control where 0% means no effect; nearly all actives have a fitted effect of over 50% in size
ATXN viability = Viability Counterscreen for Primary qHTS for Inhibitors of ATXN expression | Potency, µM (titrated, usually from 56.7 µM), most hits filed as cytotoxic | S2 cells (HEK-293 line with an ATXN2-luciferase reporter) viability, CellTiter-Fluor protease fluorescence, 24 h | 400,000 compounds, 0.49% hits; note: potency is the fitted concentration of half-maximal effect; nearly all actives have a fitted effect of over 40% in size
KB-V1 MDR tox = qHTS assay for MDR1-selective chemotherapeutics: Primary screen using the drug-selected MDR subline cells KB-V1. KB-V1 MDR cells viability, CellTiter-Glo, 72 h. Potency, µM (doses to about 46.1 µM), for the others: at the top dose activity change, negative = cytotoxicity, actives largely listed as cytotoxic. 400,000 compounds, 3.4% hits; note: potency is the fitted concentration of half-maximal effect; % is set by controls: 0 for no effect and ±100 for the full control effect; nearly all actives have a fitted effect of over 60% in size
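KB-V1 MDR subline cells in DMEM (phenol-red free, 10% FBS) exposed to compounds in qHTS concentration series for 72 h at 37 degrees C. Viability read by CellTiter-Glo luminescence; concentration-effect curves fitted after normalization and correction.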
* = called active by the depositor; i = inactive; ? = inconclusive; · = no result given; & = joins results of further samples; [ ] = another dose, or the depositor's remark. Unless noted, calls come from the whole dose curve; as a rule, active = well fitted curve in the direction sought with a large enough effect; inconclusive = small, poorly fitted or top-dose-only effect, or another doubt; inactive = no such curve, though single readings can be large; an effect the other way counts as inactive or inconclusive.

item	SMILES	ATXN2 expr inh	IL1B secr inh	SW480 rerep	HT1080 IDH1KD tx	KB-3-1 tox
1	CC(=O)c1cccc(NC(=O)C2CCN(C(=O)c3cccs3)CC2)c1	1.9%	12.3	-4.3%	9.4%	-2.5%
2	O=C(O)Cc1ccc(NC(=S)Nc2ccc(Br)cc2Cl)cc1	7.5%	-11.8	-5.6%	0.9%	-0.9%
3	Cc1ccsc1C(=O)OC1CCOC1=O (stereo not given)	1.3%	3.2	3.0%	4.1%	1.8%
4	CN(Cc1ccccc1)S(=O)(=O)c1ccc(Cl)c(C(=O)NCc2ccc3c(c2)OCO3)c1	-10.3%	-2.8	-99.7%[inhibitor]	-11.4%	-6.6%
5	CC(/C=N/NC(=O)CSc1nc2ccccc2n1C)=C\c1ccco1	-9.6%	-13.8	?	-13.4%	-2.7%
6	O=C(NCc1nc2ncc(Br)cc2[nH]1)c1ccccc1	4.4%	-17.7	-0.6%	2.0%	5.4%
7	CCCOC(=O)C1C2C=C[C@]3(CN(CCc4ccccc4)C(=O)[C@H]13)O2 (stereo not given in full)	7.7%	11.2	2.8%	10.2%	1.8%
8	COCCNC(=O)C1CCC(CNS(=O)(=O)c2ccccc2)CC1 (stereo not given)	·	-1.5	-3.6%	11.5%	7.2%
9	CCOc1ccccc1N1CCN(Cc2ccc(OC)c(OC)c2)CC1	-7.3%	14.4	-7.1%	-13.3%	-12.0%
10	Cc1cc(Cl)ccc1NC(=O)c1ccc2c(c1)CCN2S(C)(=O)=O	·	-8.9	-11.6%	-0.6%	-8.7%

item	HT1080NT lethal	MCF10A rerep	ATXN viability	KB-V1 MDR tox
1	3.2%	-4.3%	i	-2.0%
2	0.9%	4.8%	i	-3.3%
3	11.9%	-4.9%	i	13.6%
4	-5.6%	-1.6%	i	11.6µM*
5	-18.3%	20.6µM*	i	?
6	-0.2%	-2.1%	i	4.2%
7	13.5%	-5.2%	i	14.1%
8	?	-0.7%	i	4.4%
9	-11.2%	-3.3%	i	16.4µM*
10	-0.6%	-12.3%	?	-1.7%

Sorted by count of non-hydrogen atoms (falling): part of the list above.
item	SMILES	ATXN2 expr inh	IL1B secr inh	SW480 rerep	HT1080 IDH1KD tx	KB-3-1 tox
1	CC(=O)c1cccc(NC(=O)C2CCN(C(=O)c3cccs3)CC2)c1	1.9%	12.3	-4.3%	9.4%	-2.5%
8	COCCNC(=O)C1CCC(CNS(=O)(=O)c2ccccc2)CC1 (stereo not given)	·	-1.5	-3.6%	11.5%	7.2%
6	O=C(NCc1nc2ncc(Br)cc2[nH]1)c1ccccc1	4.4%	-17.7	-0.6%	2.0%	5.4%
3	Cc1ccsc1C(=O)OC1CCOC1=O (stereo not given)	1.3%	3.2	3.0%	4.1%	1.8%

item	HT1080NT lethal	MCF10A rerep	ATXN viability	KB-V1 MDR tox
1	3.2%	-4.3%	i	-2.0%
8	?	-0.7%	i	4.4%
6	-0.2%	-2.1%	i	4.2%
3	11.9%	-4.9%	i	13.6%

Carrying on:
item	SMILES	ATXN2 expr inh	IL1B secr inh	SW480 rerep	HT1080 IDH1KD tx	KB-3-1 tox
11	CCCCN(CC)Cc1ccc(CNC(=O)Nc2ccc(Cl)cc2)o1	?	-62.0*	41.3%	?	0.0%
12	Cc1ccc(C(=O)NC(CCc2ccccc2)C(=O)O)cc1 (stereo not given)	8.4%	13.0	4.4%	5.1%	0.0%
13	O=C(CSc1n[nH]c(-c2cccnc2)n1)Nc1ccnc2ccccc12	-4.7%	50.5	-0.1%	-6.9%	-4.1%
14	O=C(c1cc(-c2ccc(F)cc2)no1)N1CCN(Cc2ccc3c(c2)OCO3)CC1	-11.2%	-23.1	-3.5%	-13.3%	-21.7%
15	O=C(NN1C(=O)NC2(CCCCC2)C1=O)c1ccc(Cl)s1	·	-0.5	-7.8%	-0.3%	5.0%
16	COc1ccc(C(Nc2ccccn2)c2c(NC(=O)c3ccco3)sc(C)c2C)cc1OC (stereo not given)	·	-9.0	?	1.1%	-14.4%
17	COc1cc(C2N(c3ccccc3)CCN2c2ccccc2)ccc1OC(C)=O	39.4%[activator]	-23.8	-4.9%	6.1%	16.9%
18	COC(=O)c1c(SCC(=O)Nc2cc(OC)cc(OC)c2)[nH]c2ccc(C)cc2c1=O	8.5%	·	·	·	0.0%
19	CC(=O)c1sc(NC(=O)CCNC(=O)c2ccco2)nc1-c1ccccc1	-9.2%	95.3	-19.1%	-6.9%	15.2%
20	COC(=O)c1c(N)sc2c1CCN(c1ncc(C(F)(F)F)cc1Cl)C2	-15.3%	-12.5	0.3%[9.22 µM]	?	0.0%

item	HT1080NT lethal	MCF10A rerep	ATXN viability	KB-V1 MDR tox
11	?	-4.6%	i	-20.3%
12	1.7%	0.6%	i	-5.5%
13	-0.8%	2.4%	i	4.7%
14	-14.0%	8.4%	i	?
15	1.9%	-0.3%	?	17.8%
16	-20.9%	17.7%	?	2.3%
17	9.8%	-1.8%	i	29.9%
18	·	·	i	-19.7%
19	-0.4%	-20.3%	i	-5.5%
20	?	?	i	?

item	SMILES	ATXN2 expr inh	IL1B secr inh	SW480 rerep	HT1080 IDH1KD tx	KB-3-1 tox
21	Cc1oc(-c2ccccc2)cc1C(=O)Nc1ccc2ccccc2c1	-11.0%	12.0	-0.4%[9.22 µM]	-15.4%	-15.9%
22	CC1Cc2cc(/C(O)=C3/C(=O)C(=O)N(CCCn4ccnc4)C3c3ccco3)ccc2O1 (stereo not given)	42.2%[activator]	2.2	-12.0%	18.5%	15.3%
23	COc1ccc(NC(=O)c2ccco2)cn1	14.0%	-28.5	-23.3%	15.9%	2.4%
24	NC(=O)CCC(NC(=O)OCc1ccccc1)C(=O)OCC(=O)c1ccccc1 (stereo not given)	·	2.5	·	9.3%	-1.7%
25	COCCN(CC(=O)Nc1cccc(S(=O)(=O)N2CCCC2)c1)Cc1nc2ccccc2c(=O)[nH]1	-2.0%	-4.5	-54.7%	5.1%	4.1%
26	O=S(=O)(c1ccc2nc(N3CCN(c4ccccc4F)CC3)ccc2c1)N1CCCCC1	14.9%	4.8	3.9%	-3.9%	0.4%&4.2%
27	Cc1ccc(CNCc2ccccc2Cl)s1	9.1%	·	·	·	10.4%
28	NS(=O)(=O)c1cccc(NC(=O)COC(=O)CCSc2ccccc2)c1	-29.1%	33.7	-6.2%	11.5%	0.0%
29	CN(CCc1ccccn1)Cc1ccc(Cl)cc1	-12.5%	24.5	-1.2%	-5.3%	4.1%
30	O=C(COC(=O)CNC(=O)c1cccc([N+](=O)[O-])c1)Nc1ccccc1OC(F)F	·	24.7	-141.3%[inhibitor]	8.6%	1.3%

item	HT1080NT lethal	MCF10A rerep	ATXN viability	KB-V1 MDR tox
21	-26.4%	11.3%	i	1.2%
22	12.1%	-11.1%	i	?
23	?	-10.0%	i	20.5%
24	1.4%	·	i	7.7%
25	1.4%	-4.7%	i	28.0%
26	0.8%	9.9%	i	4.7%&-7.7%
27	·	·	i	-10.0%
28	21.5%	-0.4%	i	26.6%
29	4.6%[9.24 µM]	0.9%	i	4.6%
30	6.1%	19.1%	?	-2.4%

item	SMILES	ATXN2 expr inh	IL1B secr inh	SW480 rerep	HT1080 IDH1KD tx	KB-3-1 tox
31	O=C1[C@H]2[C@@H](c3ccc(F)cc3)N3C(=O)N(c4ccc(Br)cc4)C(=O)[C@@]3(Cc3ccccc3)[C@H]2C(=O)N1C1CCCCC1	9.4%	-11.3	-4.8%	6.6%	-11.3%
32	CCCCN(CCCC)c1ncnc2c1cnn2-c1cccc(C)c1	8.3%	·	·	·	-10.2%
33	C=CCn1c(SCC(=O)Nc2ccccc2C)nc2sc(C)c(C)c2c1=O	-19.7%	5.5	?	-20.8%	-5.6%
34	COc1cc(C2CC(=O)Nc3ccc4ccccc4c32)ccc1OC(=O)C(C)C (stereo not given)	-8.9%	·	·	·	19.4%
35	CCc1ccc(-n2nnc(-c3nsc(NC(=O)c4ccccc4Cl)n3)c2C)cc1	0.2%	·	·	·	-25.4%
36	CC(C)Cn1c(N)c(C(=O)COC(=O)Cc2cccs2)c(=O)n(C)c1=O	-16.7%	i	-5.0%	-12.7%	-7.6%
37	CC(C)OC(=O)c1cccc(C(=O)Nc2cccc(NC(=O)c3cccc(C(=O)OC(C)C)n3)n2)n1	-15.4%	57.4	-10.2%	16.1%	-0.3%
38	CCOC(=O)c1c(C)oc2ccc(N(C(=O)c3ccncc3)S(=O)(=O)c3ccc(F)cc3)cc12	-38.2%	·	·	·	-10.5%
39	CC(C)Oc1ccc(C(=O)NC2CCN(Cc3ccccc3)CC2)cc1	-25.8%	-83.6*	-6.0%	-12.4%	-2.0%
40	CCCCC(=O)Nc1nc(C)c(-c2csc(Nc3cc(Cl)ccc3OC)n2)s1	5.6%	-11.3	-0.8%	-5.3%	-5.2%
41	S=C(Nc1ccccc1)Nc1nc2ccccc2n1CCOc1ccc(Cl)cc1	?	-88.0*	?	?	0.0%

item	HT1080NT lethal	MCF10A rerep	ATXN viability	KB-V1 MDR tox
31	2.7%	8.3%	i	-8.3%
32	·	·	i	-2.0%
33	-2.6%	?	i	?
34	·	·	i	19.9%
35	·	·	i	-13.1%
36	0.9%	-5.1%	i	-19.4%
37	11.5%	1.1%	i	?
38	·	·	i	?
39	-0.3%	6.6%	i	-13.0%
40	-0.6%	28.2%	i	0.0%
41	?	?	i	-20.3%

Screens (PubChem BioAssay)
